Dynein transport: dynein cargo transport inhibition; 3617.4 mouse cells, GR-EGFP nuclear translocation imaging; test concentration mostly 20 µM; stimulated with dexamethasone, 1 µM; hits give low values; z-score, hits read low; 220,000 tested, 0.47% active;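 active means plate z-score of nuclear minus cytoplasmic receptor signal below a set negative limit, without overly bright fluorescence or cell loss, cut at about -3.5 in these data, passing the limit was not always enough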;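 further: z-score of nuclear minus cytoplasmic ring GR-EGFP intensity difference per well; some compounds called inactive have numbers as strong as hits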
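medium = tetracycline-free induction medium containing charcoal-stripped FBS | probe or stimulus = dexamethasone, 1.0 µM final | timing = 48 h induction, then 1 h compound, then 30 min agonist, 37 °C | detection = automated 10x imaging of fixed Hoechst-stained cells | read-out basis = nuclear versus cytoplasmic GR-EGFP signal, averaged per well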
bCat nuc transl: beta-catenin nuclear translocation modulation; AID 1665; 190,000 tested, 0.3% active; nuclear translocation activity, % at 5 µM; HeLa beta-catenin nuclear translocation, immunofluorescence imaging;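 active means nuclear translocation activity above 50% at 5 µM, with a well cell count of 50 or more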;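 further: per-cell ratio of nuclear to cytoplasmic median beta-catenin stain intensity; plate controls were DMSO negative control for no effect and GSK-3 inhibitor IX positive control for full effect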
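Technique: fluorescence imaging of beta-catenin antibody stain plus DAPI / Material: human HeLa cell line / Incubation: compound treatment 24 h, 37°C, 5% CO2 / Read-out basis: % activation of per-cell nuclear versus cytoplasmic median beta-catenin signal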
P. falciparum M1AAP: P. falciparum M1AAP inhibitors, biochemical, fluorogenic H-Leu-NHMec substrate, 1536-well (AID 1445); recombinant M1AAP, H-Leu-NHMec fluorogenic kinetic assay; higher % means a stronger effect; inhibition, % at 30 µM; hits with a dose series show IC50 in µM; 220,000 tested, 0.42% active;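 active means primary inhibition above the hit cutoff, then over 50% inhibition at one or more dose response concentrations, cut at about 23% in these data, passing the limit was not always enough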;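 further: plate controls were DMSO full reaction for no effect and no enzyme background for full effect; strong numbers were not always called active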
WT yeast gro inh: growth inhibition of WT yeast, mitochondrial fusion screen. mitochondrial fusion phenotypic screen, WT strain. inhibition, % at 10 µM. 190,000 tested, 2.1% active. AID 1362; in the data active means inhibition above about 58%; tested in S. cerevisiae
MT stabilize HCS: stabilizes microtubules in HeLa cells | HeLa tubulin immunostaining HCS, 24 h; share of cells brighter than vehicle mean+2SD | % tubulin-high responders, % at 10 µM | 200,000 tested, 0.83% active | AID 2205;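 active means plate Z-score above 3 for both tubulin-high and condensed-nucleus cell shares, with cell loss under 80%, at 10 µM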;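 further: anti alpha tubulin signal scored within the nucleus-defined area of each cell; some results filed as inactive read as strong as hits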
Yfh1-off respiration: mitochondrial function rescue without frataxin homolog – Friedreich's ataxia, plus single-dose screen, dose response (AID 1465). S. cerevisiae Yfh1-off respiration, WST-1 reduction, 72 h; higher fold induction means a stronger effect. one-dose fold induction at 50 µM; EC50 in µM for titrated hits. 220,000 tested, 0.074% active;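 active means fold induction of absorbance versus untreated yeast above a set limit, then at least 30% activation at any dose in follow-up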;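 further: activators that raise dye reduction in frataxin-depleted yeast; strong numbers were not always called active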
M17LAP inhibition: P. falciparum M17LAP inhibitors, primary screen, biochemical, fluorogenic H-Leu-NHMec substrate, 1536-well (AID 1619). recombinant M17LAP, H-Leu-NHMec fluorogenic kinetic assay; higher % means a stronger effect. one-dose inhibition, % at 30 µM; IC50 in µM for titrated hits. 220,000 tested, 0.38% active;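 active means compound inhibiting the enzyme by more than half at any dose during confirmatory dose-response retesting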;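 further: plate controls were full reaction with DMSO carrier for no effect and no enzyme background for full effect; strong numbers were not always called active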
Autophagy mod: alters autophagy in cells; MEF GFP-LC3 puncta imaging; test concentration mostly 10 µM; calls only at 10 µM (by protocol); 190,000 tested, 0.98% active; AID 463193;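 active means percentage of spot-positive cells more than 3 SD above its plate mean, without a fluorescence outlier flag or 80% toxicity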;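 further: spot-positive cell cutoff set from DMSO-treated cells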
T cell HTS: T cell immune modulation candidate. calls only at 7 µM. 2C CD8+ T cell-vesicle binding, flow cytometry; hits give low values. 330,000 tested, 0.068% active;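 active means response, share of CD8 T cells binding vesicles, and their 90th percentile fluorescence all below set limits, cut at about 80% in these data, passing the limit was not always enough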
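Material: murine 2C transgenic CD8+ T lymphocytes / Also added: QL9-peptide-loaded Drosophila micro-vesicles bearing Ld, ICAM-1 and B7-1 / Schedule: binding step 1.5 h, 37 °C, antibody labelling 20 min, ice / Signal: flow cytometry, PE anti-B7-1 (FL2) versus Alexa647 anti-CD8 (FL8), PFA-fixed / Evaluation: percent CD8+ FL2 mean versus row control / Benchmarks: naked versus QL9-loaded vesicles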
WT yeast gro inh mutant strain: further read-out of WT yeast gro inh, marked with its call; inhibition, %; mitochondrial fusion phenotypic screen, mutant strain inhibition
Dynein transport cytoplasmic EGFP: also measured in Dynein transport; calls as there; z-score; measured here: cytoplasmic GR-EGFP intensity; hits give high values
Dynein transport nuclear GR-EGFP: further read-out of Dynein transport, marked with its call; z-score; measured here: nuclear GR-EGFP intensity;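 lower value marks the stronger effect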
Dynein transport cell count: second read-out of Dynein transport, no call of its own (marks repeat the call); z-score; measured here: cell count per field
bCat nuc transl cell count 5 µM: recorded beside bCat nuc transl, whose call it bears; cell count; measured here: cell count, cytotoxicity flag
T cell HTS vesicle-bound %: further read-out of T cell HTS, marked with its call; double positive events, %; measured here: CD8+ vesicle-bound cell fraction;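 binding gate set so that unloaded-vesicle control wells show 10% double positive cells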
MT stabilize HCS Hoechst-high %: second read-out of MT stabilize HCS, no call of its own (marks repeat the call); % Hoechst-high responders; measured here: nuclear condensation Hoechst responders;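 share of cells brighter than vehicle mean plus two SD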
MT stabilize HCS cytotoxicity %: second read-out of MT stabilize HCS, no call of its own (marks repeat the call); toxicity, %; measured here: cytotoxicity by cell density;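 0% = mean cell density of plate MIN control wells and 100% = no cells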
Autophagy mod cell loss 18 h: also measured in Autophagy mod; calls as there; toxicity, %; measured here: cell loss, nuclei count;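 cell loss after 18 h compound exposure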
The depositor's hits bear a star.

For Brc1ccc(-c2nnc(-c3ccccc3)o2)o1 the results were Dynein transport -0.52, bCat nuc transl -1.2, P. falciparum M1AAP -5%, WT yeast gro inh 4, MT stabilize HCS 2.2, Yfh1-off respiration inactive, M17LAP inhibition 4%, Autophagy mod inactive, T cell HTS inactive, WT yeast gro inh mutant strain 9, Dynein transport cytoplasmic EGFP -0.21, Dynein transport nuclear GR-EGFP 0.085, Dynein transport cell count -0.8, bCat nuc transl cell count 5 µM 1198, T cell HTS vesicle-bound % 36, MT stabilize HCS Hoechst-high % 1.8, MT stabilize HCS cytotoxicity % 7.8 and Autophagy mod cell loss 18 h 8.
CCOc1ccc(NC(=O)CCC(=O)N/N=C/c2ccc([N+](=O)[O-])s2)cc1 was read as Dynein transport 1.3, bCat nuc transl -0.7, P. falciparum M1AAP 8%, WT yeast gro inh 60*, MT stabilize HCS 4.4, Yfh1-off respiration inactive, M17LAP inhibition 4%, Autophagy mod inactive, T cell HTS inactive, WT yeast gro inh mutant strain 17*, Dynein transport cytoplasmic EGFP 0.11, Dynein transport nuclear GR-EGFP 0.99, Dynein transport cell count -0.88, bCat nuc transl cell count 5 µM 1127, T cell HTS vesicle-bound % 42, MT stabilize HCS Hoechst-high % 1.9, MT stabilize HCS cytotoxicity % 12 and Autophagy mod cell loss 18 h 4.
Screening Cc1ccc(O)c(N=Cc2sc3ccccc3c2Cl)c1 returned Dynein transport -0.21, bCat nuc transl -1.7, P. falciparum M1AAP 6%, WT yeast gro inh 3, MT stabilize HCS 2.5, Yfh1-off respiration inactive, M17LAP inhibition 1%, Autophagy mod inactive, T cell HTS inactive, WT yeast gro inh mutant strain 14, Dynein transport cytoplasmic EGFP -0.23, Dynein transport nuclear GR-EGFP -0.13, Dynein transport cell count 0.71, bCat nuc transl cell count 5 µM 561, T cell HTS vesicle-bound % 10, MT stabilize HCS Hoechst-high % 1.9, MT stabilize HCS cytotoxicity % 4.4 and Autophagy mod cell loss 18 h 9.
For CC(C)SC1=NC(C)(C)C=C(/C=C/c2ccc(Cl)cc2Cl)N1 the results were Dynein transport 0.15, P. falciparum M1AAP 4%, WT yeast gro inh 77*, MT stabilize HCS 1.9, Yfh1-off respiration inactive, M17LAP inhibition -1%, Autophagy mod inactive, T cell HTS inactive, WT yeast gro inh mutant strain 30*, Dynein transport cytoplasmic EGFP 0.17, Dynein transport nuclear GR-EGFP 0.33, Dynein transport cell count -1.7, T cell HTS vesicle-bound % 36, MT stabilize HCS Hoechst-high % 2.3, MT stabilize HCS cytotoxicity % 7.4 and Autophagy mod cell loss 18 h 0.
O=C(NCCSc1ccccn1)c1ccc(Cl)cc1 was read as Dynein transport 0.18, bCat nuc transl -0.9, P. falciparum M1AAP 0%, WT yeast gro inh -10, MT stabilize HCS 1.8, Yfh1-off respiration inactive, M17LAP inhibition 3%, Autophagy mod inactive, T cell HTS inactive, WT yeast gro inh mutant strain -9, Dynein transport cytoplasmic EGFP -0.013, Dynein transport nuclear GR-EGFP 0.24, Dynein transport cell count -0.064, bCat nuc transl cell count 5 µM 1050, T cell HTS vesicle-bound % 49, MT stabilize HCS Hoechst-high % 2.1, MT stabilize HCS cytotoxicity % 3.3 and Autophagy mod cell loss 18 h 7.
`O=C(NCc1cccnc1)c1c(F)c(F)c(F)c(F)c1F` gave Dynein transport -0.26, bCat nuc transl 2.1, P. falciparum M1AAP -2%, WT yeast gro inh 10, MT stabilize HCS 1.4, Yfh1-off respiration inactive, M17LAP inhibition -9%, Autophagy mod inactive, T cell HTS inactive, WT yeast gro inh mutant strain -22, Dynein transport cytoplasmic EGFP -0.25, Dynein transport nuclear GR-EGFP -0.16, Dynein transport cell count 2.1, bCat nuc transl cell count 5 µM 1155, T cell HTS vesicle-bound % 54, MT stabilize HCS Hoechst-high % 2.1, MT stabilize HCS cytotoxicity % 3.4 and Autophagy mod cell loss 18 h -3.
Screening CCc1ccc(N(CC(=O)Nc2nc3ccc(C)cc3s2)S(=O)(=O)c2c(C)noc2C)cc1 returned Dynein transport -1.2, P. falciparum M1AAP 1%, WT yeast gro inh 48, MT stabilize HCS 6.7, Yfh1-off respiration inactive, M17LAP inhibition -1%, Autophagy mod inactive, T cell HTS inactive, WT yeast gro inh mutant strain 9, Dynein transport cytoplasmic EGFP -0.3, Dynein transport nuclear GR-EGFP -0.76, Dynein transport cell count 1.1, T cell HTS vesicle-bound % 48, MT stabilize HCS Hoechst-high % 3.6, MT stabilize HCS cytotoxicity % 17 and Autophagy mod cell loss 18 h 10.
For O=C(CN1CCN(c2cccc(Cl)n2)CC1)N1CC(O)CO1 (stereo unspecified) the results were Dynein transport -0.95, bCat nuc transl 1.5, P. falciparum M1AAP 8%, WT yeast gro inh -4, MT stabilize HCS 2.8, Yfh1-off respiration inactive, M17LAP inhibition -1%, Autophagy mod inactive, T cell HTS inactive, WT yeast gro inh mutant strain -2, Dynein transport cytoplasmic EGFP -0.27, Dynein transport nuclear GR-EGFP -0.42, Dynein transport cell count 0.74, bCat nuc transl cell count 5 µM 1532, T cell HTS vesicle-bound % 38, MT stabilize HCS Hoechst-high % 1.7, MT stabilize HCS cytotoxicity % 11 and Autophagy mod cell loss 18 h 2.
Cc1c(C(=O)Nc2ccc3c(c2)CCC3)cccc1[N+](=O)[O-] was read as Dynein transport 0.87, bCat nuc transl -0.1, P. falciparum M1AAP -4%, WT yeast gro inh 14, MT stabilize HCS 4.2, Yfh1-off respiration inactive, M17LAP inhibition 1%, Autophagy mod inactive, T cell HTS inactive, WT yeast gro inh mutant strain 3, Dynein transport cytoplasmic EGFP -0.24, Dynein transport nuclear GR-EGFP 0.079, Dynein transport cell count -1.3, bCat nuc transl cell count 5 µM 472, T cell HTS vesicle-bound % 51, MT stabilize HCS Hoechst-high % 3.1, MT stabilize HCS cytotoxicity % 1.2 and Autophagy mod cell loss 18 h 20.
CCN(CC)CCNC(=O)c1ccc(NS(=O)(=O)c2ccc3c(c2)OCCO3)cc1 was read as Dynein transport -0.73, bCat nuc transl -0.9, P. falciparum M1AAP 5%, WT yeast gro inh -9, MT stabilize HCS 4.6, Yfh1-off respiration inactive, M17LAP inhibition 8%, Autophagy mod inactive, T cell HTS inactive, WT yeast gro inh mutant strain 1, Dynein transport cytoplasmic EGFP -0.32, Dynein transport nuclear GR-EGFP 0.37, Dynein transport cell count -0.48, bCat nuc transl cell count 5 µM 1042, T cell HTS vesicle-bound % 25, MT stabilize HCS Hoechst-high % 2.3, MT stabilize HCS cytotoxicity % 5.2 and Autophagy mod cell loss 18 h 8.
O=[N+]([O-])c1cccc(N/N=C/c2cccc3ccccc23)c1 was read as Dynein transport -0.38, bCat nuc transl -2.3, P. falciparum M1AAP -3%, WT yeast gro inh 40, MT stabilize HCS 4.4, Yfh1-off respiration inactive, M17LAP inhibition -3%, Autophagy mod inactive, T cell HTS inactive, WT yeast gro inh mutant strain 37, Dynein transport cytoplasmic EGFP -0.25, Dynein transport nuclear GR-EGFP -0.29, Dynein transport cell count 0.66, bCat nuc transl cell count 5 µM 1108, T cell HTS vesicle-bound % 47, MT stabilize HCS Hoechst-high % 1.3, MT stabilize HCS cytotoxicity % 0.7 and Autophagy mod cell loss 18 h 35.
Screening COc1ccc(CCNC(=O)Nc2cccc([N+](=O)[O-])c2)cc1OC returned Dynein transport 0.16, bCat nuc transl 0.3, P. falciparum M1AAP 6%, WT yeast gro inh -1, MT stabilize HCS 3.9, Yfh1-off respiration inactive, M17LAP inhibition -1%, Autophagy mod inactive, T cell HTS inactive, WT yeast gro inh mutant strain -2, Dynein transport cytoplasmic EGFP -0.32, Dynein transport nuclear GR-EGFP 0.2, Dynein transport cell count 0.35, bCat nuc transl cell count 5 µM 1527, T cell HTS vesicle-bound % 18, MT stabilize HCS Hoechst-high % 1.9, MT stabilize HCS cytotoxicity % 2.0 and Autophagy mod cell loss 18 h 7.
Screening CNC(=S)NNC(=O)c1c(C)nc2cc(C)ccn12 returned Dynein transport -0.23, bCat nuc transl -0.1, P. falciparum M1AAP 1%, Yfh1-off respiration inactive, M17LAP inhibition -6%, T cell HTS inactive, Dynein transport cytoplasmic EGFP -0.22, Dynein transport nuclear GR-EGFP 0.2, Dynein transport cell count 0.45, bCat nuc transl cell count 5 µM 1295 and T cell HTS vesicle-bound % 17.
For OCCN1CCN(c2nc(-c3ccccc3)nc3c2oc2ccccc23)CC1 the results were Dynein transport 0.26, bCat nuc transl 1.6, P. falciparum M1AAP 3%, WT yeast gro inh -17, MT stabilize HCS 5.4, Yfh1-off respiration inactive, M17LAP inhibition 7%, Autophagy mod inactive, T cell HTS inactive, WT yeast gro inh mutant strain 2, Dynein transport cytoplasmic EGFP -0.38, Dynein transport nuclear GR-EGFP -0.32, Dynein transport cell count 1.1, bCat nuc transl cell count 5 µM 1192, T cell HTS vesicle-bound % 18, MT stabilize HCS Hoechst-high % 0.9, MT stabilize HCS cytotoxicity % 14 and Autophagy mod cell loss 18 h 14.

Compound activity as filed in PubChem.
